OXTR potentiate = potentiators of human oxytocin receptor | P30559 | CHO-OTR cells, Fluo-8 calcium fluorescence, potentiator mode; 0% = oxytocin EC15, 100% = EC100 | activation, % at 3 µM | 320,000 compounds, 0.061% hits;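 active means activation above that plate's cutoff, the mean activation of tested compounds plus 3 SD, cut at about 6.6% in these data, passing the limit was not always enough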;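 further: 100% uses oxytocin at 75 nM as the full agonist control; some results filed as inactive read as strong as hits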
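Assay system: CHO-OTR cells, human receptor / Also added: oxytocin at about EC15, sub-maximal agonist stimulus / Dosing: single dose, 3.0 µM nominal final compound concentration / Incubation: 6 min pre-incubation, 100 s read / Technique: Fluo-8 calcium dye fluorescence / Read-out: % activation vs EC15 and EC100 oxytocin / Benchmarks: EC15 oxytocin low, 75 nM oxytocin high / Replicates: singlicate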
CHRM1 PAM = positive allosteric modulators of human M1 muscarinic receptor; 360,000 compounds, 0.088% hits; P11229; CHO-K1 hM1, Fluo-8 calcium fluorescence, ACh EC20; 0% = ACh EC20, 100% = maximal ACh; activation, % at 3 µM; AID 588819; in the data active means activation above about 19%, passing the limit was not always enough
Target sequence (P11229 whole entry, looked up): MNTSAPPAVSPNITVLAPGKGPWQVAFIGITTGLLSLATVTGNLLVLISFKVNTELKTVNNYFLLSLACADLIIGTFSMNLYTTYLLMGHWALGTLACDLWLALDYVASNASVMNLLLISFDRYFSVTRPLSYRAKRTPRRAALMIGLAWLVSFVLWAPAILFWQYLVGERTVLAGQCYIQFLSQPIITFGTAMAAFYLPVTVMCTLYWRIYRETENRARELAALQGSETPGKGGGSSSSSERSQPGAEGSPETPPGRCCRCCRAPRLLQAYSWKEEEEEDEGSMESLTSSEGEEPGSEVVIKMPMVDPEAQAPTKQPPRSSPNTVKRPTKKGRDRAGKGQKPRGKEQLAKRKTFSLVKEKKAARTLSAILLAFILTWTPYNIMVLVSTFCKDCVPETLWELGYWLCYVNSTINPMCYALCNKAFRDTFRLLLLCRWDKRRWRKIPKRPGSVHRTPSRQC
OXTR ag = activates the human oxytocin receptor | CHO-OTR cells, Fluo-8 calcium fluorescence; normalized: DMSO 0%, oxytocin 100% | activation, % at 3 µM | 320,000 compounds, 0.32% hits | AID 2435;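 active means activation above the mean of all tested compounds plus 3 SD, cutoff set per screening run, cut at about 20% in these data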;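 further: peak over basal fluorescence ratio from a 100 s FLIPR kinetic read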
TAAR1 antagonist = human TAAR1 antagonism; 360,000 compounds, 1.5% hits; CHO RD-HGA16 TAAR1, Fluo-8 calcium fluorescence, antagonist; AID 624466; inhibition, % at 3 µM;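 active means inhibition above a per-plate cutoff, the mean inhibition of test compounds on that plate plus 3 SD, cut at about 49% in these data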;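 further: 0% = DMSO plus EC80 beta-PEA response and 100% = DMSO alone without agonist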
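System: CHO RD-HGA16 cells bearing hTAAR1. Reagent: EC80 β-phenethylamine stimulus. Schedule: seeding 17-24 h prior, 75-min 37 °C, 30-min RT dye loading. Signal: Fluo-8 intracellular calcium dye fluorescence, real-time kinetic reads. Read-out: % inhibition from peak post-agonist over basal fluorescence ratio. Benchmarks: vehicle wells and EC80 agonist wells. Replicates: n of 1.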
CHRM1 antagonist = blocks human M1 muscarinic receptor. CHO-K1 hM1, Fluo-8 calcium fluorescence, ACh EC80 antagonist. inhibition, % at 3 µM. 360,000 compounds, 1.3% hits;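 active means percent inhibition above its own plate's cutoff, namely the mean of that plate's compound wells plus 3 SD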;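 further: peak over basal fluorescence ratio during 140 s after agonist addition; 0% = ACh EC80 plus DMSO and 100% = DMSO alone without agonist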
CHO parental Ca = signal in parental CHO cells, OX1R antagonist counter-screen. parental CHO-K1, ATP-induced calcium, Fluo-8 fluorescence. inhibition, % at 5.6 µM. 330,000 compounds, 0.63% hits. AID 463079;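 active means inhibition above that plate's mean sample inhibition plus 3 SD, cut at about 26% in these data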;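 further: 0% = ATP-challenged DMSO wells and 100% = DMSO wells without ATP; some compounds past the cut are filed as inactive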
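Test system: untransfected parental CHO cell line; also added: ATP stimulus; dosing: 5.6 µM, single dose; signal: calcium-sensitive Fluo-8 fluorescence; measure: percent inhibition of ATP-evoked calcium rise, normalized to controls; benchmarks: low control ATP plus DMSO, high control DMSO only; replication: one well per compound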
TAAR1 ag = agonists of human TAAR1; Q96RJ0; CHO RD-HGA16 TAAR1, Fluo-8 calcium fluorescence; vehicle wells 0%, saturating PEA agonist 100%; activation, % at 3 µM; 360,000 compounds, 0.99% hits;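 active means activation above the mean activation of all test compounds in the run plus 3 SD, cut at about 38% in these data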
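Benchmarks: low control DMSO, high control PEA (EC100); System: CHO RD-HGA16 cells carrying human TAAR1 plus Gα16; Detection: Fluo-8 fluorescence, 5 s baseline then 140 s kinetic read; Schedule: 17-24 h plating, Fluo-8 75 min 37 °C, 30 min RT; Read-out basis: % activation from peak over basal fluorescence ratio, DMSO-to-PEA scaled.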
V1R ag counter = V1a receptor agonism, counter-screen for OXTR agonists | AID 2797 | CHO-V1R cells, Fluo-8 calcium fluorescence, agonist mode; 0% DMSO, 100% 3 nM vasopressin | 320,000 compounds, 0.25% hits | activation, % at 3 µM | P37288;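 active means activation above the mean activation of all tested compounds plus 3 SD, per screening run, cut at about 20% in these data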;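 further: signal is peak over basal fluorescence ratio across a 100 second FLIPR read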
Target sequence (P37288 whole entry, looked up): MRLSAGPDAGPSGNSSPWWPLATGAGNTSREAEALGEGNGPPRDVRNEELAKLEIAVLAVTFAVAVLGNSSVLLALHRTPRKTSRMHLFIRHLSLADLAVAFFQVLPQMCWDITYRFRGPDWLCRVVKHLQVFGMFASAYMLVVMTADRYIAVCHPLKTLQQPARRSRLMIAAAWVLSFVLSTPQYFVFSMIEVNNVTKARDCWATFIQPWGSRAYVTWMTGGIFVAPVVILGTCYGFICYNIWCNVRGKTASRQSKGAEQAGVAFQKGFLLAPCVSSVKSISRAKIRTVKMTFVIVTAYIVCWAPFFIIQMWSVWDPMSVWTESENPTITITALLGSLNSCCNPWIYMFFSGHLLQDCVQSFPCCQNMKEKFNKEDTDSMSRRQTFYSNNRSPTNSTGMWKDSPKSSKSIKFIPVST
M1 ag = activates human CHRM1 receptor; CHO-K1 hM1, Fluo-8 calcium fluorescence, agonist mode; 0% DMSO, 100% acetylcholine EC100; activation, % at 3 µM; AID 588814; P11229; 360,000 compounds, 0.33% hits;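 active means activation above the run's mean compound activation plus 3 SD, cut at about 16% in these data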;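 further: peak over basal fluorescence ratio within a 140 s kinetic read after compound addition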
The depositor's hits bear a star; . = not tested or not shown. Rows were taken by chance; 3.7% or so of the library scored in one or more.

SMILES	OXTR potentiate	CHRM1 PAM	OXTR ag	TAAR1 antagonist	CHRM1 antagonist	CHO parental Ca	TAAR1 ag	V1R ag counter	M1 ag
c1ccc(-c2cn3nc(-c4ccccc4)cnc3n2)cc1	-4	11	1.2	11	-11	-3	1	0.1	-5
CCOc1ccc(S(=O)(=O)N2CCC(C(=O)NCC3CCCO3)CC2)cc1Cl (configuration not stated)	-13	17	-2.3	-1	-2	-26	-4	-0.9	-1
O=C(COC(=O)c1ccccc1N1C(=O)C2C3CCC(C3)C2C1=O)c1ccccc1 (configuration not stated)	-3	8	0.7	0	-7	-12	4	1.0	-5
CC(C)c1c(O)nc(SCC(=O)N2CCOCC2)[nH]c1=O	3	-7	0.5	12	8	-5	1	0.0	-5
N/C(CCS(=O)(=O)c1ccc(Cl)cc1)=N\OC(=O)c1ccccc1C(F)(F)F	-10	0	-0.4	-17	1	-20	3	0.1	-1
CN(C)c1ccc(C(=O)C=Cc2ccc([N+](=O)[O-])cc2)cc1	.	2	.	2	-6	.	0	.	-1
Cc1ccn2c(-c3csc(Nc4ccc(C(=O)O)cc4)n3)c(C)nc2c1	.	0	.	-45	-1	.	2	.	-2
CC(=O)Nc1ccccc1OCC(O)CS(=O)(=O)c1ccc(C(F)(F)F)cn1 (configuration not stated)	-6	9	1.3	-14	-3	-17	1	1.8	-1
COc1ccc(-c2nnc(SCC(=O)N3CCCCC3)o2)cc1OC	-3	6	-0.5	-12	-12	-12	5	1.2	-3
Cc1cc(C(F)(F)F)nc(-n2cc(-c3cccc(N)c3)nn2)n1	-9	4	0.4	-11	-2	-12	2	0.1	-5
Cc1cc(C)n(-c2cccc3cccnc23)n1	0	-6	0.4	-19	11	-6	7	-1.0	-3
Cc1ccc(S(=O)(=O)CCC(=O)Nc2cc(Cl)ccc2-n2cncn2)cc1	-4	8	0.7	3	-11	0	0	-0.2	-1
CCCN1CCC(NC(=O)Cc2ccccc2OC)CC1	-4	15	0.8	-11	-16	-4	0	1.2	-2
O=C(O)c1ccccc1C(=O)Nc1nc(-c2ccccc2)cs1	-3	8	2.1	-42	-9	-4	1	0.8	0
CCOC(=O)C1(Cc2ccc(Cl)cc2)CCN(C2CCC2)CC1	-4	2	-0.2	-7	-6	-17	4	0.4	-9
Cc1sc2ncn(CC(=O)N(CC(=O)NC3CCCC3)Cc3cccs3)c(=O)c2c1C	-3	0	0.1	.	1	-30	.	0.8	-2
O=C(Nc1cccc(Cl)c1)Nc1ccccc1-n1ccnc1	-8	3	1.1	24	-1	-6	26	1.3	-1
Cc1c(N(C)C(=O)C23CC4CC(CC(C4)C2)C3)c(=O)n(-c2ccccc2)n1C	-2	3	0.4	8	-1	-4	0	1.2	-4
C=CCn1c(=O)c(CCC(=O)Nc2ccc(N3CCOCC3)cc2)nc2cc(C(F)(F)F)ccc21	-5	20	0.2	6	-17	-11	1	1.3	-1
Cc1ccc(Cl)cc1N1CCN(C2CCCCC2NS(=O)(=O)c2ccccc2)CC1 (configuration not stated)	-7	2	-0.4	.	3	-17	.	0.8	-3
C#CCOc1c(Cl)cc(/C=C2/C(=O)ON=C2C)cc1OCC	-2	2	-2.4	-7	1	-7	0	-0.9	-2
COc1cccc(C(=O)Nc2ccc3c(c2)C(=O)N(CC2CCCO2)C3=O)c1 (configuration not stated)	-11	-3	2.1	-24	5	-8	6	4.2	-1
CCCC(C(=O)NCc1ccco1)N(Cc1ccco1)C(=O)CNS(=O)(=O)c1ccccc1 (configuration not stated)	-4	6	0.6	-8	-10	-4	0	0.9	-7
O=C1CCC(=O)N1CC(=O)N1c2ccccc2Sc2ccccc21	2	2	0.7	-13	2	-10	4	0.5	-10
Cc1cccc(N2CCN(C(=O)CCNS(=O)(=O)c3ccc4c(c3)oc(=O)n4C)CC2)c1C	-14	-10	8.0	18	11	-24	4	9.9	-2

The list goes on; the last 4 above are carried over.
SMILES	OXTR potentiate	CHRM1 PAM	OXTR ag	TAAR1 antagonist	CHRM1 antagonist	CHO parental Ca	TAAR1 ag	V1R ag counter	M1 ag
COc1cccc(C(=O)Nc2ccc3c(c2)C(=O)N(CC2CCCO2)C3=O)c1 (configuration not stated)	-11	-3	2.1	-24	5	-8	6	4.2	-1
CCCC(C(=O)NCc1ccco1)N(Cc1ccco1)C(=O)CNS(=O)(=O)c1ccccc1 (configuration not stated)	-4	6	0.6	-8	-10	-4	0	0.9	-7
O=C1CCC(=O)N1CC(=O)N1c2ccccc2Sc2ccccc21	2	2	0.7	-13	2	-10	4	0.5	-10
Cc1cccc(N2CCN(C(=O)CCNS(=O)(=O)c3ccc4c(c3)oc(=O)n4C)CC2)c1C	-14	-10	8.0	18	11	-24	4	9.9	-2
COc1cc(C(=O)OCc2cc(=O)oc3c(C)c(C)ccc23)ccc1OC(F)F	-4	18	0.0	7	-17	-6	0	1.5	2
CCc1ccc[n+](-c2nc3ccccc3nc2C(=C=[N-])C#N)c1	-20	3	5.0	-13	-6	12	1	2.4	-3
CCCn1nnnc1NCc1ccc(SC)cc1	-5	-1	0.2	-29	2	-15	-2	4.3	-6
COc1ccc(C(C)=O)cc1CN1C(=O)C(C)ON=C1c1ccccn1 (configuration not stated)	.	11	.	-20	-11	.	0	.	-3
COc1ccc(C(=O)C2CCCN(C(=O)c3c4c(nn3C)CCCC4)C2)cc1F (configuration not stated)	-6	0	5.0	3	2	-21	6	8.6	-3
Cc1ccc(CCNC(=O)CCS(=O)(=O)Cc2ccc(C)cc2)cc1	-17	5	-1.4	4	-13	-18	2	1.8	-6
CCOc1ccc(OCC(=O)Nc2cccc(S(=O)(=O)NC3=NCCC3)c2)cc1	.	18	.	-6	-7	.	2	.	-1
Cc1cc(=O)n2cn[nH]c2n1	.	10	.	1	-14	.	0	.	1
O=C(NCC(c1ccco1)N1CCCC1)c1cccc(S(=O)(=O)Nc2ccc(F)cc2)c1 (configuration not stated)	-9	-6	3.9	4	9	-22	12	8.5	-6
CN(C)n1cccc1/C=C(\C#N)S(=O)(=O)c1ccc(Cl)cc1	-20	-4	-2.7	-12	8	65*	-1	-2.5	-1
COc1cc2ccccc2cc1C(=O)Nc1sc2c(c1C(N)=O)CCN(C(C)C)C2	-7	12	1.1	4	-16	-19	2	1.4	0
COc1ccc(C=NNC(=O)c2ccccc2NS(=O)(=O)c2cccs2)cc1O	-9	7	0.8	-11	-15	5	2	2.2	-1
Cc1ccc(N2C(=O)CC(Cc3cc(C)cc(C)c3)C2=O)cc1 (configuration not stated)	8	3	-1.8	-15	0	-13	-2	-1.5	-6
Cc1ccccc1C(=O)NC1CC2CCCC(C1)N2C(=O)Nc1ccccc1 (configuration not stated)	-8	1	-0.7	-7	-3	-19	5	0.3	-7
COc1cc2c(c(OCC(=O)NC(C)C)c1)C(=O)O[C@@H](C)CCCC(=O)CCCCC2	-4	-3	-1.4	42	8	-26	9	1.4	-6
O=C(Cn1nnc(-c2ccc(Cl)cc2)n1)NC1CCS(=O)(=O)C1 (configuration not stated)	-3	1	0.2	0	-4	-5	0	0.6	-4
COc1ccc(CC(=O)OCC(=O)NNC(=O)c2ccccc2)cc1	2	11	0.0	1	-5	-4	1	0.7	-1
CC(NC(=O)Cc1ccccc1)c1ccc(F)cc1 (configuration not stated)	-2	1	-0.5	-6	-8	-8	0	-0.2	-3
O=C(NC1CCCC1)C1CCCN1C(=O)Oc1ccccc1 (configuration not stated)	-13	6	-0.5	-11	-4	-10	6	-0.3	-1
CCc1nnc(NC(=O)C2(C)COC(c3ccc(OC)cc3)OC2)s1 (configuration not stated)	7	10	0.1	-12	-8	-11	2	-0.1	-4
Cc1sc2nc(C)n(/N=C/c3ccccc3O)c(=O)c2c1C	-7	9	-0.5	12	-7	-2	8	-0.6	-2
COc1ccc(NC(=O)CSc2ncnc3c2nnn3-c2ccc(F)cc2)c(OC)c1	-7	5	1.7	-23	-12	-6	0	2.1	-3
COc1cccc2c(=O)n(CC(=O)Nc3ccc(F)cc3F)ccc12	2	-3	6.0	-38	28*	-6	5	0.5	-1
O=C(CNc1ccccc1)N/N=C/c1ccc([N+](=O)[O-])cc1	-9	8	0.3	-13	-8	0	1	-0.6	-7
O=C1NC[C@H](c2ccccc2)N(CCC23CC4CC(CC(C4)C2)C3)C1=O	-2	11	-1.1	-3	-18	-12	8	0.2	2

(listing goes on)
SMILES	OXTR potentiate	CHRM1 PAM	OXTR ag	TAAR1 antagonist	CHRM1 antagonist	CHO parental Ca	TAAR1 ag	V1R ag counter	M1 ag
CCCc1cc(=O)[nH]c(SCC(=O)Nc2ccc3ccccc3c2)n1	-2	-5	5.1	4	12	0	11	4.9	-1
CC(Nc1ccc(Br)cn1)c1cc(Cl)ccc1O (configuration not stated)	.	-12	.	10	0	.	1	.	-8
COc1ccc(S(=O)(=O)N2CCN(C(=O)c3ccco3)CC2)cc1OC	2	6	0.2	6	-11	-15	1	-0.5	-2
CN(Cc1ccccc1)S(=O)(=O)c1ccc(N2CCOCC2)nc1	-9	1	2.2	4	3	-20	1	2.5	-4
Cc1ccc(C)c(NC(=S)NC(C)C(c2ccccc2)N2CCN(C)CC2)c1 (configuration not stated)	-2	1	2.2	3	7	-15	3	0.9	-7
CN(C(=O)COC(=O)c1ccc2[nH]c3c(c2c1)CCCC3)C1CCS(=O)(=O)C1 (configuration not stated)	-1	4	0.3	-20	-8	-8	4	-0.2	-9
O=c1cc(N2CCCCC2)c(-c2ccccc2)nn1Cc1cccc(Cl)c1	-10	6	-1.2	-3	-4	-16	22	1.9	4
[NH-]c1ncnc2c1N=C[N+]2=CC=CCO	.	5	.	-20	-9	.	3	.	-2
Cc1n[nH]c(C)c1S(=O)(=O)Nc1ccc2c(c1)OCCO2	-10	-2	0.5	-6	2	-14	5	-0.5	-4
COc1ccc(C(C)NC(=O)Cc2ccc(Br)cc2)cc1 (configuration not stated)	-13	-1	-1.7	-20	1	-3	0	-0.7	-13
CCOC(=O)c1sc(NC(=O)CCCCCN2C(=O)c3cccc4cccc(c34)C2=O)nc1C	.	7	.	-2	-8	.	1	.	-1
CCCNC(=O)C1(C)CCN(C(=O)COc2ccc(C(C)(C)C)cc2)C1 (configuration not stated)	.	5	.	11	-15	.	2	.	-3
O=[N+]([O-])c1ccc(NC(=S)NCc2ccncc2)cc1	-13	-10	8.8	11	3	-3	18	11	2

High-throughput results deposited in PubChem by The Scripps Research Institute Molecular Screening Center.
